# High-throughput results (PubChem)
# IDH1 R132H inh = human IDH1 R132H inhibition. Potency, µM (series often up to 76.6 µM), without a hit: at the top dose activity change, negative = inhibition, usual class: inhibitors. actives 0.093% (n = 390,000). O75874. AID 602179. IDH1-R132H enzyme, NADPH consumption, diaphorase/resazurin fluorescence; note: potency is the fitted concentration of half-maximal effect; % is set by controls: 0 for no effect and ±100 for the full control effect; nearly all actives have a fitted effect of over 65% in size
# Target sequence (O75874 whole entry R132H, stated change not applied): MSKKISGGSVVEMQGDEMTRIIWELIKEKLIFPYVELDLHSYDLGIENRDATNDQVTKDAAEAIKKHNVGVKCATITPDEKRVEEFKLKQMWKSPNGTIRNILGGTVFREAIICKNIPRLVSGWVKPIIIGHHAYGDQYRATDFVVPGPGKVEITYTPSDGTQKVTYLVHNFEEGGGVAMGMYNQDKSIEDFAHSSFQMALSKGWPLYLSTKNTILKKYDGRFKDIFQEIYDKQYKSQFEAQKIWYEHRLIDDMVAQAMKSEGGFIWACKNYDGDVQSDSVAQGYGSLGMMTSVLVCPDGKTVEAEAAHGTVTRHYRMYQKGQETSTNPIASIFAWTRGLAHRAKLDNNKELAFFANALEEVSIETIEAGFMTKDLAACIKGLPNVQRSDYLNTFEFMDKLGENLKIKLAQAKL
#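 IDH1-R132H (0.5 ug/mL dispensed) in pH 7.5 Tris buffer was preincubated 30 min with compound, then given a substrate mix of 0.016 mM NADPH and 2 mM alpha-KG for 80 min at room temperature; remaining NADPH was read by diaphorase/resazurin fluorescence.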
# rTrxR1 inhibitor = blocks rat thioredoxin reductase 1; O89049; recombinant rTrxR1, NADPH fluorescence consumption, selenite substrate; Potency, µM (top dose mostly 114 µM), inactives show at the highest dose activity change, negative = inhibition, hits mostly inhibitors; actives 1% (n = 390,000); note: potency is the fitted concentration of half-maximal effect; % is set by controls: 0 for no effect and ±100 for the full control effect; nearly all actives have a fitted effect of over 65% in size
#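 Rat TrxR1 (90 nM in the dispensed reagent) was pre-reduced with 400 uM NADPH for 5 min at room temperature, then incubated with compound for 15 min. After 400 uM selenite was added, NADPH fluorescence (Ex 340/Em 450 nm) was followed for 8 min.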
# USP1-UAF1 inh = blocks the human USP1/UAF1 deubiquitinase complex. recombinant USP1/UAF1, Ub-Rhodamine cleavage fluorescence. Potency, µM (highest dose often 57.1 µM), for the others: top-dose activity change, negative = inhibition, actives largely listed as inhibitors. actives 0.23% (n = 390,000). AID 743255; note: potency is the fitted concentration of half-maximal effect; % is set by controls: 0 for no effect and ±100 for the full control effect; nearly all actives have a fitted effect of over 60% in size; inactives centre near -12
#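 High-throughput fluorogenic screen: 1nM USP1/UAF1 complex, Ub-Rho substrate 150nM final, 50mM HEPES pH 7.8 with 0.5mM EDTA, 0.1 mg/ml BSA, 1mM TCEP and 0.01% Tween-20.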
# D2 antag = antagonizes the human D2 dopamine receptor. P14416. HEK293 TREx D2 cells, calcium flux, dopamine EC80. inhibition, % at 10 µM. actives 2% (n = 340,000); in the data active = inhibition above about 30%; note: 0% is about no effect
#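 Antagonism is scored as inhibition of an EC80 dopamine-evoked calcium signal in a force-coupled, tetracycline-inducible HEK293 T-REx D2 line, with compound present 180 s before agonist.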
# PI4K2A inh = inhibitors of human PI4K2A. purified PI4K2A, ADP-Glo luminescence, 1 h; stronger effect = lower value. activity change, negative = inhibition, % at 76.9 µM. actives 0.13% (n = 420,000). AID 1346378; in the data active = activity change below about -50%; inconclusive = mostly about -30% to -49%;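 note: -100% = wells without enzyme as full effect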
#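 ADP-Glo luminescence measured ADP generated by PI4K2A enzyme (4 ug/mL before mixing) with 1.2 mM PI substrate (pre-mix) and 300 microM ATP (pre-mix). Tris pH7.5 buffer with MgCl2, Triton X-100; 1 h reaction at ambient temperature.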
# TRHR enhancer = allosterically enhances the human TRH receptor; TRHR cells, fluo-8 calcium fluorescence, EC20 TRH enhancement; P34981; enhancement, % at 2 µM; AID 493056; actives 0.66% (n = 360,000); in the data active = enhancement above about 30%; note: 0% is about no effect
# Target sequence (P34981 whole entry, looked up): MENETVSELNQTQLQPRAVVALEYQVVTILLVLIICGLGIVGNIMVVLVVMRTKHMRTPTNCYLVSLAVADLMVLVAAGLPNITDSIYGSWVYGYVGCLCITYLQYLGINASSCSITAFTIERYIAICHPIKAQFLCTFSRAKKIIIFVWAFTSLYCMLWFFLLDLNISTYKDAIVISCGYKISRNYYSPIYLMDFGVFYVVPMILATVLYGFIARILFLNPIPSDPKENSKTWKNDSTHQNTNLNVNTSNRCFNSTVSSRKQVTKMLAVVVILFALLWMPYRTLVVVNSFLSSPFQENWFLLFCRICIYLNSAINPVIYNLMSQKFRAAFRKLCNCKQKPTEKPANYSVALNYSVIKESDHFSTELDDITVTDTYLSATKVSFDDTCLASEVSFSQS
#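 TRHR-expressing cells loaded with fluo-8 calcium dye were read kinetically (ex 480/em 530) during compound addition, then stimulated with an EC20 of TRH (10 nM final). Enhancement of the Gq-mediated intracellular calcium response was scored.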
# TrxR1 substrate = rat thioredoxin reductase 1 substrate activity | purified TrxR1 substrate turnover, NADPH consumption readout | O89049 | actives 0.01% (n = 390,000) | Potency, µM (top dose mostly 114 µM), for inactives: at the top dose activity change, negative = substrate turnover | AID 588456; note: potency is the fitted concentration of half-maximal effect; % is set by controls: 0 for no effect and ±100 for the full control effect; nearly all actives have a fitted effect of over 50% in size
#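 Rat TrxR1, dispensed at 90 nM, was prereduced with 400 uM NADPH (final) for 5 min at ~22 deg C, then incubated with compound 15 min before 400 uM selenite. A first-read NADPH fluorescence drop versus no-compound background flagged substrates.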
# TRHR agonist = TRH receptor (human) agonism; P34981; TRHR cells, calcium flux fluo-8, FDSS agonist mode; activation, % at 2 µM; actives 0.18% (n = 360,000); AID 493084; in the data active = activation above about 30%; note: 0% is about no effect
#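 TRHR-expressing cells, plated overnight in medium with 10% serum, were loaded with fluo-8 calcium dye at room temperature. After a 10 s baseline, library compound was pin-added and calcium release was recorded kinetically (ex 480/em 530) as agonist response.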
# D2 agonist = agonists of human D2 dopamine receptor; P14416; HEK293 T-REx D2 cells, calcium flux agonist mode; activation, % at 2 µM; actives 0.53% (n = 340,000);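 active = activation over 3 SD above normal in the single-dose calcium agonist read, cut at about 30% in these data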; note: 0% is about no effect
#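 In this primary screen, compounds producing a positive calcium signal within 180 s of addition to tetracycline-induced, force-coupled HEK293 Trex D2 cells are flagged; cells are dye-loaded with a no-wash calcium kit beforehand.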
# Numbers without * were called inactive; ? = inconclusive; . = no result given; [ ] = remark or other dose. Unless noted, calls come from the whole dose curve; as a rule, active = well fitted inhibition curve with a large enough effect; inconclusive = small, poorly fitted or top-dose-only effect; inactive = no such curve, though single readings can be large or run the other way.
SMILES,IDH1 R132H inh,rTrxR1 inhibitor,USP1-UAF1 inh,D2 antag,PI4K2A inh,TRHR enhancer,TrxR1 substrate,TRHR agonist,D2 agonist
Cc1ccc(C(=O)O)cc1-n1c(C)cc(C=O)c1C,5%,-1%,-17%,-2,-4,-6,-2%,0.4,0.8
CCn1c2ccccc2c2cc(NC(=O)CNC)ccc21,-6%,-8%,-21%,-6,12,10,7%,0.5,0.4
OC(COC(c1ccccc1)c1ccccc1)CN1CCN(c2cccc(Cl)c2)CC1 (centres undefined),4%,42%,-28%,-3,1,1,5%,-0.9,-1.2
O=C(O)Cn1cnc2scc(-c3cccs3)c2c1=O,-3%,-10%,-17%,-10,-14,3,2%,-0.3,-1.0
CCOC(=O)c1c(/N=C/c2ccc(C)cc2O)sc2c1CCN(C)C2,9%,12%,-5%,-5,-8,-2,4%,0.0,-0.4
CCOCCn1c(SCC)nc2c1c(=O)[nH]c(=O)n2C,1%,-1%,3%,.,5,4,-9%,-0.3,.
COc1cc(-n2c(=O)c3ccccc3n(CC(=O)c3ccc(F)cc3)c2=O)cc(OC)c1OC,10%,5%,-14%,2,2,-5,6%,0.0,-0.4
CC1Sc2ccc(S(=O)(=O)CCC(=O)N3CCN(c4cccc(Cl)c4)CC3)cc2NC1=O (centres undefined),-9%,11%,-9%,0,-1,0,-6%,-0.5,0.7
CCOc1ccc(Nc2nc(C)c(NC(=O)c3cccc(F)c3)c(Nc3ccc(OCC)cc3)n2)cc1,13%,-9%,?,.,-2,3,-11%,-0.1,-0.7
Cc1ccc(-n2nc3c(c2NC(=O)c2cccs2)CS(=O)(=O)C3)cc1C,7%,-4%,-16%,7,-3,6,-4%,-0.2,0.3

# Five entries out of the list, arranged by length of the SMILES, smallest number first:
SMILES,IDH1 R132H inh,rTrxR1 inhibitor,USP1-UAF1 inh,D2 antag,PI4K2A inh,TRHR enhancer,TrxR1 substrate,TRHR agonist,D2 agonist
O=C(O)Cn1cnc2scc(-c3cccs3)c2c1=O,-3%,-10%,-17%,-10,-14,3,2%,-0.3,-1.0
Cc1ccc(C(=O)O)cc1-n1c(C)cc(C=O)c1C,5%,-1%,-17%,-2,-4,-6,-2%,0.4,0.8
CCOCCn1c(SCC)nc2c1c(=O)[nH]c(=O)n2C,1%,-1%,3%,.,5,4,-9%,-0.3,.
Cc1ccc(-n2nc3c(c2NC(=O)c2cccs2)CS(=O)(=O)C3)cc1C,7%,-4%,-16%,7,-3,6,-4%,-0.2,0.3
CCOc1ccc(Nc2nc(C)c(NC(=O)c3cccc(F)c3)c(Nc3ccc(OCC)cc3)n2)cc1,13%,-9%,?,.,-2,3,-11%,-0.1,-0.7

# Going on with the list.
SMILES,IDH1 R132H inh,rTrxR1 inhibitor,USP1-UAF1 inh,D2 antag,PI4K2A inh,TRHR enhancer,TrxR1 substrate,TRHR agonist,D2 agonist
Cc1ccc(C)c(S(=O)(=O)NCCCn2ccnc2)c1,2%,23%[57.1 µM],-15%,-9,3,2,8%[57.1 µM],-1.4,-0.8
CC(C)c1ccc(Nc2nc(Cl)nc(NCCO)n2)cc1,2%,8%[57.1 µM],-17%,5,0,-3,-8%[57.1 µM],-0.1,0.3
O=C(COc1ccc2c3c(c(=O)oc2c1)CCC3)NC(Cc1ccc(Cl)cc1)C(=O)O (centres undefined),-7%,-32%,11%,-20,1,-7,26%,0.1,-1.3
COc1ccc(Cl)c(Cn2c(NCCCO)nc3c2c(=O)n(C)c(=O)n3C)c1,10%,11%[57.1 µM],-5%,-15,-2,2,9%[57.1 µM],-0.2,1.5
c1ccc2c(c1)CCc1ccccc1C2=C1CCNCC1,-5%,-12%,-3%,.,-3,.,3%,.,.
Cc1ccc2c(c1)C(Cc1ccccc1F)C(=O)N2 (centres undefined),93%[activator],-2%,-10%,.,-2,4,-1%,-2.3,-2.1
O=C(Nc1cccc2ncccc12)c1cccc(Br)c1,7%,11%,-30%,20,5,9,-7%[57.1 µM],0.5,0.1
CCOCN(C(=O)Cn1c(C(C)O)nc2ccccc21)c1c(C)cccc1CC (centres undefined),2%,11%,-16%,-1,-2,2,2%,-0.4,-0.3
Cc1ccccc1NC(=O)c1ocnc1C,15%,8%[57.1 µM],-21%,3,5,10,5%[57.1 µM],0.8,0.1
Cc1c(C(=O)N2CCC[C@H]2C(N)=O)oc2c(F)cccc12,2%,6%,-18%,-5,4,-8,-2%,1.4,0.0
Cc1onc(NC(=O)c2ccc(Cl)cc2Cl)c1Br,18%,6%,-10%,.,-8,7,-3%,1.1,.
COc1cc2nc(C(C)(C)C)oc(=O)c2cc1OC,9%,9%[57.1 µM],-15%,9,-2,0,9%[57.1 µM],-0.5,-0.6
Cc1cccc(OCC(O)CN2CCN(S(=O)(=O)c3ccc(C)cc3C)CC2)c1 (centres undefined),3%,13%,?,-1,4,-1,-5%,-0.2,0.8
COc1ccc(C(=O)c2sc3nc(C)cc(-c4cccs4)c3c2N)cc1OC,-1%,-10%,?,-11,5,-12,-11%,21,25
Cc1cc(NC(=O)CCC(=O)N(Cc2ccco2)C(C(=O)NC2CCCC2)c2ccc(F)cc2)no1 (centres undefined),3%,6%[57.1 µM],-21%,11,-1,-1,6%[57.1 µM],-0.6,1.6
CCOCCCNC(=O)C1(O)c2ccccc2NC(=O)N1c1ccc(Cl)c(Cl)c1 (centres undefined),-10%,6%,-5%,19,4,5,1%,-0.4,-0.9
COc1c(C(=O)Nc2ccc(Cc3ccncc3)cc2)ccc2ccccc12,5%,3%,-18%,10,-8,-4,-6%,-1.4,-1.1
Cc1cc(OCC(=O)Nc2ccc(-c3nc4cc(Cl)ccc4o3)cc2)cc(C)c1Cl,-12%,9%,-24%,.,2,11,-1%,0.3,0.4
CCOC(=O)c1c(C)nn(Cc2cccc(Cl)c2)c1N,0%,16%,9%,11,-1,7,-5%[57.1 µM],-1.0,-1.3
COc1ccccc1C(=O)COC(=O)CN1C(=O)NC2(CCCC2)C1=O,3%,5%,-15%,-13,1,-2,3%,-0.4,0.2

# Next part, starting with the last two of the part before.
SMILES,IDH1 R132H inh,rTrxR1 inhibitor,USP1-UAF1 inh,D2 antag,PI4K2A inh,TRHR enhancer,TrxR1 substrate,TRHR agonist,D2 agonist
CCOC(=O)c1c(C)nn(Cc2cccc(Cl)c2)c1N,0%,16%,9%,11,-1,7,-5%[57.1 µM],-1.0,-1.3
COc1ccccc1C(=O)COC(=O)CN1C(=O)NC2(CCCC2)C1=O,3%,5%,-15%,-13,1,-2,3%,-0.4,0.2
CCc1cc(=O)oc2cc(OCC(=O)N3CC[C@@]4(O)CCCC[C@H]4C3)ccc12,3%,-19%,9%,7,4,-12,35%[activator],0.2,0.1
N#Cc1ccc(-c2ccccc2)nc1SCC(=O)c1cc2ccccc2oc1=O,-5%,?,-16%,-11,6,-1,-7%,0.6,1.1
Cc1ccc(S(=O)(=O)c2ccc(Oc3ccccc3)cc2)cc1,0%,13%,-12%,1,0,-7,1%,2.9,-0.4
CC1=C(C#N)C(c2cccnc2)C2=C(CCCC2=O)N1 (centres undefined),-1%,-17%,-9%,10,4,2,68%[activator][57.1 µM],0.4,-0.5
Cn1nc(C(=O)N2CCN(c3ccc(Cl)cc3)CC2)c2c1-c1ccccc1SC2,0%,4%,?,.,-5,10,0%,0.2,1.0
COc1cc(-c2nnc(SCC(=O)N(Cc3ccccc3)C(C)(C)C)o2)cc(OC)c1OC,-1%,4%,?,-15,-1,0,4%,-0.1,-1.7
COc1ccc(-c2cc(=O)c3c(O)c(OC)c(OC)c(OC)c3o2)cc1,5%,4%[11.4 µM],-16%,.,-1,.,6%[11.4 µM],.,.
CCN(CC)S(=O)(=O)c1cccc(S(=O)(=O)c2cccc(S(=O)(=O)N(CC)CC)c2)c1,0%,26%,-12%,2,5,1,4%,1.3,1.7
CC(=O)c1ccc(Oc2ccc(C(C)=O)cc2)cc1,12%,9%[57.1 µM],-10%,9,2,-2,19%[57.1 µM],0.6,-0.9
Cc1cccc([C@@H]2[C@@H]3C(=O)N(C)C(=O)[C@@H]3[C@@H]3C(=O)Nc4ccccc4C(=O)N23)c1,-8%,-3%[57.1 µM],28%,-22,-6,-1,4%[57.1 µM],1.1,-0.5
COc1cc(/C=N\NC(=O)CNC(=O)c2cccc([N+](=O)[O-])c2)ccc1O,-5%,22%[57.1 µM],-10%,16,-7,4,-13%,-0.4,0.1
C=CCn1c(O)c(CN2CCOCC2)c(C)c(C#N)c1=O,7%,-15%,?,.,-20,-6,6%,0.8,.
Cc1cccc(NC(=S)N/N=C(\c2ccccc2)C(C)C)c1,4%,2%[57.1 µM],-24%,.,-3,-10,-4%[57.1 µM],-0.6,.
CC1(C)CC(=O)c2cc(OCC(=O)NCc3cccnc3)ccc2O1,2%,3%,-17%,7,-1,-3,278%[activator],-0.2,-0.1
COCCOC(=O)C1=C(C)NC(=O)CC1c1cc2c(cc1Br)OCO2 (centres undefined),8%,41%[activator],-16%,10,-9,0,10%,-1.3,2.9
CC(C)Oc1ccc(CCC(=O)N/N=C/c2ccncc2)cc1,3%,15%[11.4 µM],-2%,8,-3,-8,5%[57.1 µM],0.0,0.1
O=C(COC(=O)Cc1ccc(S(=O)(=O)N2CCOCC2)s1)Nc1ccc(OC(F)F)cc1,3%,15%,-22%,.,-1,.,-1%,.,.
O=C(NN1C(=O)NC2(CCCCC2)C1=O)c1cc2cc(Cl)ccc2o1,-4%,6%,-18%,.,3,.,0%,.,.
O=Cc1ccc(OCC(=O)N2CCc3ccccc32)c(Br)c1,1%,-15%,-3%,-12,-1,-8,-17%,-0.1,-0.3
COCCCNC(=O)c1ccc(N(C)S(C)(=O)=O)cc1,0%,-7%[2.29 µM],-10%,-9,-1,-6,5%[57.1 µM],0.1,-0.2
S=c1[nH]nc(-c2ccco2)n1/N=C/c1ccccn1,.,.,.,-15,.,1,.,0.4,0.0
O=P(COCCO)(c1ccccc1)c1ccccc1,2%,5%,-17%,8,-1,2,0%,-0.1,-0.2
Cc1ccc(C)c(CN2C(=O)C3(c4ccccc42)N(c2cccc(C(F)(F)F)c2)C(=O)CS3(=O)=O)c1 (centres undefined),-7%,34%,?,.,-3,5,6%,1.1,0.5
